Compound activity from PubChem.
MITF primary: blocks human microphthalmia-associated transcription factor; O75030; AlphaScreen MITF homodimerization, bead proximity signal; inhibition, % at 2.6 µM; hit rate 0.91% among 650,000; AID 1259374; in the data active = inhibition above about 50%;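 note: 0% = vehicle wells with protein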
TEAD-YAP block: TEAD-YAP interaction inhibition. AID 1259422. HEK-TIYL cells, TEAD-Gal4/YAP UAS-luciferase luminescence. inhibition, % at 9.12 µM. hit rate 1.4% among 640,000; in the data active = inhibition above about 32%;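 note: 0% = median of test compound wells and 100% = reference inhibitor wells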
FBW7 act: human FBW7 E3 ligase activation, primary screen; hit rate 0.13% among 650,000; Q969H0; normalized activity (activation), % at 26.1 µM; AlphaScreen FBW7–phospho-cyclin E peptide binding, activator screen; in the data active = normalized activity above about 1.9%;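 note: purified mutant Fbw7 with reduced substrate affinity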
Target sequence (Q969H0 whole entry, looked up): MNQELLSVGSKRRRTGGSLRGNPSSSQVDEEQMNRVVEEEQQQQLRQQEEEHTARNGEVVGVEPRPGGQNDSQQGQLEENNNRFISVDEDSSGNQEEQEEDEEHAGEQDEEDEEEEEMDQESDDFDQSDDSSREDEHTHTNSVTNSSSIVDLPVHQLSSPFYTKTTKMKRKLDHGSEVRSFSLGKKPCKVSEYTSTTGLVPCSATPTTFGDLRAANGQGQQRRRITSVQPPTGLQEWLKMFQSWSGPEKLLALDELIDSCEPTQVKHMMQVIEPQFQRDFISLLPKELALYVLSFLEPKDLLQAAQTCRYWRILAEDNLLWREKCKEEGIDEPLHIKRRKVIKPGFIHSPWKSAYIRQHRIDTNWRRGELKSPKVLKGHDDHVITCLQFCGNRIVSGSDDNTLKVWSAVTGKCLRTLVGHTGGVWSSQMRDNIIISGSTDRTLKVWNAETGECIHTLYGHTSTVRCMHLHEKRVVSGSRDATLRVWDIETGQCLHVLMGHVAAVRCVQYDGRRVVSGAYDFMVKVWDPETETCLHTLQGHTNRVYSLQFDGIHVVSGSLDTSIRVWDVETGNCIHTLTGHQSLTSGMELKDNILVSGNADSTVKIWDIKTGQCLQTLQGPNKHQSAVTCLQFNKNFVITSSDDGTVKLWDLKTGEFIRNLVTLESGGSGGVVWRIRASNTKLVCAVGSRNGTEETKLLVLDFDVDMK
GPR151 activ: activators of human GPR151. Q8TDV0. PathHunter beta-arrestin GPR151 cells, luminescence. activation, % at 11.2 µM. hit rate 1% among 650,000. AID 1508602; in the data active = activation above about 4.9%;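 note: 0% = median of compound wells and 100% = cells with positive control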
Starred values were filed as active, the others as inactive.

Field names: A = MITF primary; B = TEAD-YAP block; C = FBW7 act; D = GPR151 activ
Cc1c(NC(=O)c2cc(Br)ccc2Cl)cccc1-n1cnnn1
  A: 2.6 | B: 7.4 | C: 0.5 | D: -0.5

CN(CCc1ccccc1)C1CCCN(S(=O)(=O)c2ccsc2)C1 (stereo unspecified)
  A: 3.9 | B: 0.4 | C: -0.1 | D: 0.9

O=C(Nc1ccc(-c2nc3ncccc3o2)cc1)c1cc([N+](=O)[O-])ccc1Cl
  A: 0.8 | B: -4.7 | C: 0.4 | D: 4.3

COc1cccc(C(=O)Nc2cnc(NC(=O)c3ccco3)cc2C)c1
  A: 14.6 | B: -6.8 | C: 0.0 | D: -1.9

Cc1ccc(NC(=O)Cn2c(=O)oc3ccccc32)cc1Cl
  A: 0.4 | B: -3.1 | C: -0.2 | D: 1.8

CCCCCCC1CCC(c2noc(-c3ccccc3Cl)n2)CC1 (stereo unspecified)
  A: -4.3 | B: 5.0 | C: 0.0 | D: 2.4

CC1=C(C(=O)Nc2cc(C)ccc2C)C(c2ccc(O)cc2)NC(=O)N1 (stereo unspecified)
  A: 3.4 | B: 1.2 | C: -0.1 | D: 2.1

Cc1ccc(Cn2cnc3c(nnn3-c3ccc(Br)cc3)c2=O)cc1
  A: 7.4 | B: 0.6 | C: 0.5 | D: 1.5

O=c1c(Cc2cc([N+](=O)[O-])ccc2O)c(O)nc2n1CCCS2
  A: 11.1 | B: 15.9 | C: 0.1 | D: -1.5

CSc1nc(N)nc(SCc2c(F)cccc2Cl)c1C#N
  A: -2.2 | B: -11.2 | C: -0.1 | D: 0.9

Cc1cc(C)c(C#N)c(SCC(=O)N2CCCC2)n1
  A: 10.4 | B: 1.3 | C: -0.1 | D: 0.5

Cc1c(NC(=O)Cc2c[nH]c3ccccc23)c(=O)n(-c2ccccc2)n1C
  A: -2.0 | B: 8.7 | C: -0.1 | D: -0.7

O=C(Nc1ccccc1)N1CCN(Cc2nc(-c3ccccc3)cs2)CC1
  A: -7.6 | B: 3.2 | C: -0.2 | D: 1.4

Cc1cccc(NC(=O)c2cc3c(CO)cnc(C)c3oc2=Nc2ccc3c(c2)OCO3)c1
  A: -5.8 | B: 0.2 | C: -0.1 | D: -0.2

CCC(SC1=Nc2ccccc2C2=NC(Cc3c[nH]c4ccccc34)C(=O)N12)C(=O)NCCCOC (stereo unspecified)
  A: -10.2 | B: 0.7 | C: -0.1 | D: 0.5

CC(=O)Nc1ccc(Nc2cc(C)nc(Nc3cnccn3)n2)cc1
  A: 4.8 | B: -24.3 | C: 0.3 | D: 0.7

O=C(COc1ccc(Br)cc1)Nc1ccccc1N1CCOCC1
  A: 3.7 | B: 5.1 | C: 0.0 | D: -0.4

CCOC(=O)c1ccc2nc(C(F)(F)F)nc(N3CC(C)OC(C)C3)c2c1 (stereo unspecified)
  A: 15.6 | B: 0.6 | C: 0.2 | D: 1.0

CCOc1cc(/C=C/C(=O)c2ccc(N3CCOCC3)cc2)ccc1OC
  A: -11.1 | B: 2.0 | C: -0.1 | D: 0.6

O=C(NC1CC1)c1ccc(-c2nc(NCCN3CCOCC3)c3ncn(-c4ccccc4)c3n2)cc1
  A: -2.2 | B: 67.2* | C: 0.0 | D: -0.5

C=CCN1/C(=C/C=C/c2sc3ccccc3[n+]2CC=C)Sc2ccccc21
  A: 45.3 | B: 88.6* | C: -0.5 | D: -0.5

CCCOC(=O)CSC1=C(C#N)C(c2cc(Br)c(O)c(OC)c2)CC(=O)N1 (stereo unspecified)
  A: 5.4 | B: 4.9 | C: 0.0 | D: -1.7

CCCCN(C)CCNC(=O)C1CC(=O)N(Cc2ccc(OC)cc2)C1 (stereo unspecified)
  A: 3.1 | B: 5.2 | C: 0.7 | D: 0.1

Cc1ccsc1C1C(C#N)=C(N)N(c2ccc(Cl)cc2)C2=C1C(=O)CC(C)(C)C2 (stereo unspecified)
  A: -7.9 | B: -14.5 | C: -0.1 | D: -0.5

CC(=O)Nc1cccc(-c2cncc(-c3ccc4c(c3)OCO4)n2)c1
  A: 2.2 | B: 8.2 | C: 0.3 | D: 0.7

Cc1ccc2nc(/C(=C(\O)C(Cl)Cl)[N+](=O)[O-])[nH]c2c1
  A: 16.6 | B: 7.8 | C: 0.1 | D: 2.6

CCOC(=O)c1ccc(-n2nnc(/C=C/C=C/N3CCN(C)CC3)n2)cc1
  A: 0.8 | B: -1.8 | C: -0.2 | D: 0.8

COc1ccc(S(=O)(=O)N(Cc2ccccc2)C(C)C)cc1[N+](=O)[O-]
  A: -11.6 | B: 0.3 | C: 0.0 | D: -0.9

CCOC(=O)c1c(C)c(C(=O)NCc2ccc3c(c2)OCO3)c(C)n1C
  A: -0.5 | B: -1.7 | C: -0.3 | D: -0.2

CCOC(=O)CSc1nc2c(sc(=S)n2CCc2ccccc2)c(=O)n1Cc1ccco1
  A: -4.3 | B: 4.3 | C: -0.1 | D: 0.2

CC1CCCCN1C(=O)CCNS(=O)(=O)c1ccc2[nH]c(=O)ccc2c1 (stereo unspecified)
  A: -5.9 | B: 1.9 | C: -0.2 | D: -0.4

COc1cccc2c(SCC(=O)N3CC(C)OC(C)C3)nccc12 (stereo unspecified)
  A: -14.6 | B: -21.1 | C: -0.2 | D: -0.6

Cn1ccnc1C(=O)c1cc(Cl)nc2ccccc12
  A: 12.2 | B: -2.2 | C: -0.2 | D: 0.6

O=C1c2ccc(Br)cc2C(=O)N1c1ccc([N+](=O)[O-])cc1
  A: 18.0 | B: 1.9 | C: -0.1 | D: 0.4

O=C(Cn1c2c(c(=O)n(C3CCCCC3)c1=O)CCC2)N1CCc2ccccc21
  A: -2.0 | B: 7.5 | C: -0.2 | D: 1.9

Cc1ccc(C(C)C)c(OC(C)C(=O)N(Cc2ccc(C)o2)C2CCS(=O)(=O)C2)c1 (stereo unspecified)
  A: 5.5 | B: 5.0 | C: -0.2 | D: -1.0

Cn1c(NC(=O)c2ccccc2[N+](=O)[O-])cc(=O)n(C)c1=O
  A: 0.2 | B: 3.3 | C: 0.2 | D: -0.2

Cc1ccc(NC(=O)c2nccnc2C(=O)O)c(C)c1
  A: 10.0 | B: -2.2 | C: -0.5 | D: 0.3

Cc1cccc(Nc2ccc([N+](=O)[O-])cc2S(N)(=O)=O)c1
  A: 8.8 | B: 36.3* | C: 0.1 | D: -1.9

COc1ccc(CCNC(=O)Cn2cnc3sc4c(c3c2=O)CCCC4)cc1OC
  A: -0.6 | B: -1.1 | C: 0.0 | D: -1.6

CCOC(=O)CSC1=C(C#N)C(c2ccccc2[N+](=O)[O-])C(C(=O)OC)C(=O)N1 (stereo unspecified)
  A: -2.2 | B: -10.5 | C: 0.2 | D: 3.2

Cc1nc(NC(=O)c2ccccc2)sc1-c1csc(Nc2ccc(N)cc2)n1
  A: 0.5 | B: -15.2 | C: -0.2 | D: -3.3

CCCCNC(=O)c1ccc2c(c1)N(Cc1ccccc1F)C(=O)CS2
  A: -8.8 | B: 9.2 | C: -0.3 | D: -0.3

COc1ccc(OC)c(NC(=O)CC23CC4CC(C2)CC(n2nnc(C)n2)(C4)C3)c1
  A: 26.2 | B: -7.0 | C: 0.8 | D: -0.3

COc1ccc(N(CC(=O)N2CCCCC2)S(=O)(=O)c2ccc(OC)c(OC)c2)cc1
  A: -4.3 | B: -3.8 | C: -0.1 | D: 0.3

NS(=O)(=O)c1ccc(NC(=O)COC(=O)CSCc2ccc(F)cc2)cc1
  A: 14.2 | B: 0.6 | C: 0.2 | D: 0.9

CC(C(=O)N1CCCC1)N1CCN(C(c2ccccc2)c2ccccc2)CC1 (stereo unspecified)
  A: 84.8* | B: 1.1 | C: -0.2 | D: -1.7

O=C(CCS(=O)(=O)c1ccc(Br)cc1)NCc1ccc(Cl)cc1
  A: -10.4 | B: 10.3 | C: -0.1 | D: -0.1

Cc1ccc(OCCSc2nc3ccccc3n2CC(O)CO)c(C(C)C)c1 (stereo unspecified)
  A: 5.0 | B: -2.5 | C: -0.1 | D: 0.0

O=C(CSc1nnc(SCC(=O)N2CCOCC2)s1)N1CCOCC1
  A: -11.7 | B: 4.3 | C: 0.0 | D: 0.1

CC(C)(C)OC(=O)N1CCC[C@@H]1C(=O)N1CCC(c2nc(-c3ccncc3)no2)CC1
  A: 7.7 | B: -4.2 | C: -0.2 | D: 2.0

NS(=O)(=O)c1ccc(CCNc2ncnc3nc[nH]c23)cc1
  A: -5.8 | B: 3.3 | C: 0.0 | D: 0.2

CN(C)C(=O)/C(=C\c1cccc2ccccc12)NC(=O)c1ccccc1
  A: 0.1 | B: -9.3 | C: -0.1 | D: -1.3

COc1cccc(C(=O)N2c3ccccc3C(N(C(=O)CN3C(=O)c4ccccc4C3=O)c3ccccc3)CC2C)c1 (stereo unspecified)
  A: -0.6 | B: -5.2 | C: 0.0 | D: -1.5

COc1ccccc1C(=O)N1CCN(C(C)C)CC1
  A: 31.2 | B: -0.6 | C: 0.4 | D: -0.5

COC(CNC(=O)c1ccc2c(c1)N=C(C)c1c(C)ccc(C)c1S2)OC
  A: 1.0 | B: 58.5* | C: -0.2 | D: -0.6

Cc1ccc2c(c1)N(C(=O)CCC(=O)Nc1ccc(Cl)cc1)CC(C)O2 (stereo unspecified)
  A: 13.5 | B: -9.2 | C: 1.2 | D: -0.7

O=C(COc1ccc(OCc2ccccc2)cc1)NNC(=O)C1CCCC1
  A: 5.5 | B: 12.5 | C: 0.3 | D: -3.9

Cc1cccc2nc(CNC(=O)CCCn3nnnc3CN3CCC(C)CC3)cn12
  A: -4.0 | B: 3.5 | C: 0.0 | D: -0.4

COc1cc(OC)c(CN(CCO)CCO)cc1Br
  A: -19.8 | B: 3.7 | C: -0.1 | D: 1.7

(list continues)
Field names: A = MITF primary; B = TEAD-YAP block; C = FBW7 act; D = GPR151 activ
CCCCOC(=O)c1cccc(N2C(=O)c3ccc(C(=O)OC)cc3C2=O)c1
  A: 24.9 | B: -12.1 | C: 0.2 | D: -1.7

Cc1ccccc1CSCCNS(=O)(=O)c1ccc(F)cc1
  A: 15.7 | B: -0.8 | C: 0.3 | D: -0.6

CCCOc1ccc(C(CC(=O)O)NC(=O)c2cc(OC)c(OC)c(OC)c2)cc1 (stereo unspecified)
  A: -9.1 | B: 4.9 | C: -0.1 | D: -0.1

O=C1N[C@@H](Cc2ccccc2)C(=O)N2CCN(C(=O)c3cccs3)C[C@H]12
  A: -3.2 | B: 6.1 | C: 0.2 | D: 1.7

CCc1c(C)nc(-n2nc(C)cc2C)nc1Nc1ccccc1
  A: -17.4 | B: 14.1 | C: 0.0 | D: -0.1

COc1ccc(C(=O)Nc2nc3ccccc3n2C)cc1
  A: 0.2 | B: 6.0 | C: -0.3 | D: -4.7

Fc1ccc(-n2cc(-c3ccccc3)c3c(NC4CCCCC4)ncnc32)cc1
  A: 5.9 | B: 0.2 | C: 0.1 | D: 0.7

CCOC(=O)N1CCN(S(=O)(=O)N2CCCC(C(=O)NC(C)C)C2)CC1 (stereo unspecified)
  A: 1.4 | B: -0.4 | C: 0.0 | D: 0.6

COc1ccc(S(=O)(=O)N(CC(=O)Nc2ccc(OC)cc2OC)c2ccc(Cl)cc2)cc1
  A: 18.3 | B: 6.2 | C: 0.1 | D: -0.4

CCn1c(C)cn2c3c(=O)n(Cc4ccccc4F)c(=O)n(C)c3nc12
  A: -10.9 | B: -1.9 | C: 0.3 | D: -1.4

CCOC(=O)C(=O)Nc1cc(OCC)c(NC(=O)c2cccc(C)c2)cc1OCC
  A: 13.0 | B: 2.8 | C: 0.0 | D: -0.4

COc1ccc(-n2cc(C(=O)NCCCN3CCC(C)CC3)c3ccccc3c2=O)cc1
  A: -5.4 | B: 5.4 | C: -0.2 | D: -0.8

CCC(C)NC(=O)C(=O)NCc1ccccc1Cl (stereo unspecified)
  A: -1.1 | B: 4.2 | C: 0.0 | D: 0.1

Cc1ccc(CN2CCc3nnc(C(C)NC(=O)C4CCOCC4)n3CC2)s1 (stereo unspecified)
  A: 1.2 | B: 6.4 | C: 0.1 | D: 0.5

NNC(=O)c1ccc(CSc2cccc3cccnc23)cc1
  A: 5.6 | B: 6.1 | C: -0.1 | D: -0.2

COC(=O)c1c(-n2cccc2)sc(C)c1C
  A: -3.9 | B: -3.2 | C: 0.0 | D: 0.9

Entries listed so far containing fluorine (7):
Field names: A = MITF primary; B = TEAD-YAP block; C = FBW7 act; D = GPR151 activ
CSc1nc(N)nc(SCc2c(F)cccc2Cl)c1C#N
  A: -2.2 | B: -11.2 | C: -0.1 | D: 0.9

CCOC(=O)c1ccc2nc(C(F)(F)F)nc(N3CC(C)OC(C)C3)c2c1 (stereo unspecified)
  A: 15.6 | B: 0.6 | C: 0.2 | D: 1.0

CCCCNC(=O)c1ccc2c(c1)N(Cc1ccccc1F)C(=O)CS2
  A: -8.8 | B: 9.2 | C: -0.3 | D: -0.3

NS(=O)(=O)c1ccc(NC(=O)COC(=O)CSCc2ccc(F)cc2)cc1
  A: 14.2 | B: 0.6 | C: 0.2 | D: 0.9

Cc1ccccc1CSCCNS(=O)(=O)c1ccc(F)cc1
  A: 15.7 | B: -0.8 | C: 0.3 | D: -0.6

Fc1ccc(-n2cc(-c3ccccc3)c3c(NC4CCCCC4)ncnc32)cc1
  A: 5.9 | B: 0.2 | C: 0.1 | D: 0.7

CCn1c(C)cn2c3c(=O)n(Cc4ccccc4F)c(=O)n(C)c3nc12
  A: -10.9 | B: -1.9 | C: 0.3 | D: -1.4
